# Screens: PubChem BioAssay, several laboratories
# KLF5 inh: suppresses KLF5 promoter-driven expression; DLD-1 KLF5 promoter-luciferase reporter, luminescence; inhibition, % at 5 µM; actives 0.23% (n = 290,000); AID 1700;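 active means inhibition above a per-plate limit of that plate's mean compound inhibition plus 3 SD, cut at about 60% in these data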;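 further: 0% = DMSO wells and 100% = LY294002 at 200 µM; higher means less KLF5 promoter-driven luciferase light; inactives centre near -14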
# SKKanGAS inh: inhibitors of SKKanGAS S. pyogenes growth in kanamycin (SK-promoter or general growth effect); inhibition, % at 7.5 µM; BacTiter-Glo, 6 h; AID 1662; actives 1.3% (n = 300,000);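 active means mean replicate score, as percent of positive control median, at least 50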;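 further: strain carries kanamycin resistance gene driven by streptokinase promoter and grows in 40 µg/ml kanamycin; loss of luminescence reflects streptokinase promoter inhibition or plain growth inhibition; 0% = median of DMSO wells and 100% = positive control at its reference dose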
# HIF act: HIF pathway transcriptional activation; U2OS HRE-luciferase reporter, luminescence; normalized: DMSO 0%, desferrioxamine 100%; activation, % at 7.5 µM (by protocol); actives 0.32% (n = 300,000);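 active means mean activation of at least 10% of the iron chelator positive control signal, with at least half of replicates also reaching 10%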
# IEC-6 cytotox: IEC-6 cytotoxicity, counter-screen for KLF5 inhibitors; luminescence viability; inhibition, % at 5 µM; actives 0.78% (n = 290,000); in the data active means inhibition above about 22%;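 further: 0% = plate median of test compound wells and 100% = cytotoxic reference compound wells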
# TRPC4 inh: blocks the mouse TRPC4 cation channel | actives 0.39% (n = 300,000) | B-score at 10 µM | HEK293 TRPC4beta/mu-opioid, DAMGO-evoked Fluo4 calcium flux; stronger effect = lower value | AID 2247 | Q9QUQ5;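 active means B-score over 3 SD under the library average, no early fluorescence shift, positive overall ratio signal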
# Target sequence (Q9QUQ5 whole entry, looked up): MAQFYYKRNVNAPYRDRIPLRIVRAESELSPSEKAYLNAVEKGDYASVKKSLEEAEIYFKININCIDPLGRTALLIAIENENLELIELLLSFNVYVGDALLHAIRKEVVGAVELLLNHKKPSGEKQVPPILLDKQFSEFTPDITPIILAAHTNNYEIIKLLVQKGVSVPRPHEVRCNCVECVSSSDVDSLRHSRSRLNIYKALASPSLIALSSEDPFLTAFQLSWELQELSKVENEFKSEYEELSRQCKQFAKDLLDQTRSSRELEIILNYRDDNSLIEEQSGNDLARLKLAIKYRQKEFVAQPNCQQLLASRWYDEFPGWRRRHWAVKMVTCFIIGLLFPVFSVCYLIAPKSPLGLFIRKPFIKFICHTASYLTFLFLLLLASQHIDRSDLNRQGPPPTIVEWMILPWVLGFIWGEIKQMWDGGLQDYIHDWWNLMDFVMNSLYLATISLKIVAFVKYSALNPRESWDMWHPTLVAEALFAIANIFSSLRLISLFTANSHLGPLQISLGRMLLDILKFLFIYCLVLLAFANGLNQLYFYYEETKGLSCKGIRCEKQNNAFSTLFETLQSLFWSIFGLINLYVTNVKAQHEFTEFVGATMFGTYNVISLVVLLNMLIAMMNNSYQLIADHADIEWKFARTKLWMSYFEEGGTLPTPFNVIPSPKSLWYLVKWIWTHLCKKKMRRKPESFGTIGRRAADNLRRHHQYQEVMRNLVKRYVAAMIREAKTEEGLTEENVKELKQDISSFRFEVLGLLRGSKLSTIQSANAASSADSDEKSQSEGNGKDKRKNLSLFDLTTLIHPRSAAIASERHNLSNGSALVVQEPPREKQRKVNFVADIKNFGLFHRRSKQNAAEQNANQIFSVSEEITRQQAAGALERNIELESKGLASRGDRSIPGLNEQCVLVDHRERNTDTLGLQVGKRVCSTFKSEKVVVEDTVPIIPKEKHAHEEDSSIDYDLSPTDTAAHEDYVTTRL
#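 Test system – stable TRPC4beta/mu-opioid receptor HEK293 cells · Probe or stimulus – DAMGO, a submaximal dose followed by a maximal one · Dosing – one concentration per compound · Signal – Fluo4 calcium fluorescence by kinetic imaging, 5 s 1 Hz baseline · Evaluation – per-well B score of integrated baseline-normalized Fluo4 ratio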
# TRPC6 act: activators of mouse TRPC6 channel; Q61143; actives 0.13% (n = 310,000); B-score at 10 µM; HEK293-TRPC6 membrane potential dye fluorescence; stronger effect = higher value;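 active means B-score of the integrated fluorescence ratio above library mean plus 3 SD, and starting fluorescence ratio within library mean plus 5 SD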;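 further: higher score means more depolarization so channel activation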
# aSyn 5UTR inh: MLPCN primary screen, SNCA 5' untranslated region; alpha-synuclein 5'UTR reporter, inhibitor activity; inhibition, % (tested at 7.5 µM); actives 0.82% (n = 300,000); in the data active means inhibition above about 60%;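 further: H4 neuroglioblastoma cells stably carrying SNCA 5'UTR luciferase fusion; 0% = DMSO wells and 100% = positive control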
# TRPC4 PAM: TRPC4 (mouse) allosteric potentiation | HEK293 TRPC4beta/mu-opioid, DAMGO EC20, Fluo-4 Ca2+ flux; stronger effect = higher value | B-score at 10 µM | actives 0.42% (n = 310,000);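 active means B-score of calcium response area above 5 SD of library B-scores, with initial fluorescence ratio within 5 SD of library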;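 further: B-score of integrated fluorescence ratio over time as area under calcium response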
# TRPC6 inhibitor: blocks the mouse TRPC6 cation channel. Q61143. HEK293-TRPC6, membrane potential dye, ACh-evoked depolarization; stronger effect = lower value. B-score at 10 µM. actives 1.1% (n = 310,000). AID 2553;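 active means B-score under library mean minus 3 SD, initial fluorescence not abnormally high, positive integrated signal ratio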;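 further: B-score derived from integrated fluorescence ratio over the kinetic read; more negative B-score means stronger inhibition of depolarization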
# MrgX1 antag: antagonists of human MrgX1 receptor; actives 1.3% (n = 310,000); MRGX1-HEK293 calcium flux, Fluo-4, BAM8-22 antagonism; stronger effect = lower value; B-score at 10 µM; AID 588676; Q96LB2;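 active means calcium-response B-score plate-corrected more than 3 library SD below zero, starting fluorescence within 5 deviations, no agonist response on first addition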;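 further: peak minus trough fluorescence over baseline after final BAM8-22 challenge near maximal dose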
# TRPC4 act: TRPC4 (mouse) channel activation; Q9QUQ5; HEK293 TRPC4beta/mu-opioid, Fluo4 calcium fluorescence; stronger effect = higher value; B-score at 10 µM; actives 0.49% (n = 310,000); AID 2237;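 active means B-score above 5 SD of library B-scores, and initial fluorescence ratio not above library mean plus 5 SD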;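 further: positive B-score marks a calcium rise read as TRPC4 activation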
#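 Assay system: HEK293 stable line with TRPC4beta plus mu-opioid receptor; schedule: 45 min room-temperature Fluo4 loading, 110 s read; technique: kinetic Fluo4 calcium fluorescence; evaluation: integrated baseline-normalised fluorescence ratio, converted to per-well B score; controls: buffer (low) and maximal DAMGO (high)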
# * hit, by the source's call; i = inactive; x = no result given.
# Value order: KLF5 inh	SKKanGAS inh	HIF act	IEC-6 cytotox	TRPC4 inh	TRPC6 act	aSyn 5UTR inh	TRPC4 PAM	TRPC6 inhibitor	MrgX1 antag	TRPC4 act
(1) O=C(O)/C=C\C(=O)NCc1ccccc1
    7	-5	-0.5	-3	i	i	-10	i	i	i	i
(2) COc1cccc(C(=O)NNC(=O)c2ccccc2)c1
    -104	9	0.8	-2	i	i	-113	i	i	i	i
(3) COC(=O)c1[nH]c2cccc(OC)c2c1NC(=O)CN1CC2(C)CC1CC(C)(C)C2 (stereo unspecified)
    -7	-19	-0.3	0	i	i	-14	i	i	i	i
(4) CCOc1ccccc1NC(=O)CN(c1cc(C)cc(C)c1)S(=O)(=O)c1c(C)noc1C
    7	-3	x	-5	i	i	-21	i	i	i	i
(5) CCCC(=O)N1c2ccc(-c3csc(N)n3)cc2CC1C (stereo unspecified)
    -133	1	2.0	-5	i	i	-192	i	i	i	i
(6) C=CCNC(=S)Nc1ccc(OC)c(S(=O)(=O)N2CCOCC2)c1
    -14	-2	-0.5	-4	i	i	11	i	i	i	i
(7) Cc1nc(C)c(C(=O)Nc2ccc(C)c(F)c2)o1
    -2	1	0.8	2	i	i	-59	i	i	i	i
(8) CC(C)(C)C1CCC(=NNC(=O)CN(c2ccccc2)S(=O)(=O)c2ccccc2[N+](=O)[O-])CC1 (stereo unspecified)
    -16	-10	-0.6	-1	i	i	-13	i	i	i	i
(9) O=C(COC(=O)c1cccc(S(=O)(=O)N2CCc3ccccc3C2)c1)NCc1ccco1
    3	-4	0.1	-6	i	i	-3	i	i	i	i
(10) Cc1ccc(S(=O)(=O)Nn2c(C)nnc2-n2nc(C)cc2C)cc1
    -1	2	-0.2	0	i	i	11	i	i	i	i
(11) Oc1ccc(C=NC2CCCCC2)c(O)c1
    -7	0	-0.2	4	i	i	-20	i	i	i	i
(12) O=c1/c(=C\c2ccc(O)cc2)sc2n1C(c1ccccc1)C(c1ccccc1)=NN=2 (stereo unspecified)
    7	38	0.4	-4	i	i	-42	i	i	i	i
(13) O=C(NCc1ccccc1)c1nc2c(nnn2Cc2cccc(Cl)c2)c(=O)[nH]1
    -36	22	-0.3	1	i	i	19	i	i	i	i
(14) O=C(Cn1c(=O)c(=O)n(Cc2ccccc2)c2ccc(Cl)cc21)NCC1CCCO1 (stereo unspecified)
    -38	0	0.8	-7	i	i	8	i	i	i	i
(15) CC1CCN(C(=O)c2ccc3c(c2NCCO)C(=O)c2ccccc2C3=O)CC1
    -16	12	-0.7	4	i	i	26	i	-7.7*	i	i
(16) COC(=O)CC1C(=O)NCCN1C(=O)CSc1nnc(Nc2ccc(OC)cc2)s1 (stereo unspecified)
    -18	-6	236*	0	i	i	-2	i	i	i	i
(17) CC(=O)Nc1ccc(S(=O)(=O)N2CCC(NC(C)=O)(c3cccc(F)c3)CC2)cc1
    -40	-7	-21	-2	i	i	-9	i	i	i	i
(18) O=C(CN1C(=O)S/C(=C\c2ccccc2)C1=O)NNC(=O)c1ccccc1O
    21	-6	0.3	7	i	i	-2	i	i	i	i
(19) COC(=O)c1ccccc1S(=O)(=O)C(C)(C)C
    -38	5	-0.3	-1	i	i	-13	i	i	i	i
(20) O=C(c1cc(-c2ccncc2)nc2ccc(Br)cc12)N1CCN(c2ccccn2)CC1
    -14	8	0.1	-4	i	i	-6	i	i	i	i
(21) COCCNC(=O)c1onc(CSc2ccccc2C)c1C(=O)O
    4	-1	-0.4	5	i	i	13	i	i	i	i
(22) Cc1nn(C)cc1C1C(C#N)=C(N)N(c2ccc(F)c([N+](=O)[O-])c2)C2=C1C(=O)CCC2 (stereo unspecified)
    -19	-4	-0.6	-9	i	i	-53	i	i	i	i
(23) C=CCN1C(=O)N(c2ccc(F)cc2)C(=O)C1CC(=O)Nc1ccc(Cl)cc1 (stereo unspecified)
    -18	2	0.5	-3	i	i	15	i	i	i	i
(24) N#Cc1ccc(C(=O)NCCCSc2ccccc2)cc1
    -21	-9	-1.3	-3	i	i	8	i	i	i	i
(25) CC1CCN(c2c(NCC3CCC(C(=O)NCc4ccccc4)CC3)c(=O)c2=O)CC1 (stereo unspecified)
    -9	9	-0.1	-3	i	i	18	i	i	i	i
(26) COC(=O)Nc1c(C(=O)OC)cc(OC)c(OC)c1OC
    -32	5	-0.5	-4	i	i	9	i	i	i	i
(27) O=[N+]([O-])/C=C/c1c(OCc2ccccc2)ccc2ccccc12
    5	70*	-0.2	5	i	i	-5	i	i	i	i
(28) COc1cccc(Nc2nc(-c3cccs3)nc3ccccc23)c1
    4	3	0.1	5	i	i	7	i	i	i	i
(29) CSc1nc(N)nc(SC2C=CCCC2)c1C#N (stereo unspecified)
    -18	5	0.4	5	i	i	-7	i	i	i	i
(30) O=C(C1CCN(S(=O)(=O)c2cccc3cccnc23)CC1)N1CCN(c2ccc(Cl)cc2)CC1
    -10	9	x	1	i	i	2	i	i	i	i
(31) O=c1[nH]c(-c2ccc(O)cc2)nc2scc(-c3cccs3)c12
    -104	38	3.3	2	i	i	-138	i	i	i	i
(32) O=C(Oc1ccc[nH]c1=O)c1cccc(Cl)c1
    -1	-1	-0.7	5	i	i	-11	i	i	i	i
(33) CCOc1ccc(C(CC(=O)O)NC(=O)COc2ccccc2)cc1OC (stereo unspecified)
    -22	-12	-0.4	8	i	i	-28	i	i	-5.8*	i
(34) COc1cc(C(=O)NCC2(c3ccccc3)CCCC2)cc(OC)c1OC
    -31	-7	0.3	1	i	i	11	i	i	i	i
(35) O=S(=O)(O)c1cc(OS(=O)(=O)c2ccccc2)cc2ccccc12
    -17	-5	-0.6	5	i	i	4	i	i	i	i
(36) CC(C)[C@H](NC(=O)[C@H](CCCN=C(N)N)NC(=O)NC(Cc1ccccc1)C(=O)O)C(=O)NC(C=O)CCCN=C(N)N (stereo partly specified)
    -10	6	-0.4	-3	i	i	7	i	i	i	i
(37) Cc1cccc(NC(=O)C2CCN(S(=O)(=O)c3ccc(Cl)cc3)CC2)n1
    x	9	0.8	x	i	i	-3	i	i	i	i
(38) CCOC(=O)N1CCN(C(=O)c2cc3ccccc3o2)CC1
    -22	3	0.1	-2	i	i	-27	i	i	i	i
(39) CCOC(=O)N1CCN(S(=O)(=O)N2CCCC(C(=O)NCCCN3CCCCC3)C2)CC1 (stereo unspecified)
    -25	-5	0.7	-7	i	i	-19	i	i	i	i
(40) Cc1ccc(C)c2c1cc(C)c1nnc(SCC(=O)Nc3nc4c(s3)CCCC4)n12
    -34	0	0.4	7	i	i	14	i	i	i	i
(41) NS(=O)(=O)c1ccc(CCNC(=O)c2ccc(NS(=O)(=O)c3ccc4[nH]c(=O)[nH]c4c3)cc2)cc1
    x	-1	-0.6	x	i	i	3	i	i	i	i
(42) CCOC(=O)c1nnn(CC(=O)Nc2cc(F)ccc2F)c1C(=O)OCC
    -7	-3	0.0	-8	i	i	-11	i	i	i	i
(43) NC(=O)CSc1nc(O)cc(=O)n1-c1ccccc1
    -9	-3	-0.7	1	i	i	5	i	i	i	i
(44) C=CCn1c(=N)n(CC(=O)c2ccc(Br)s2)c2ccccc21
    -6	-2	0.1	10	i	i	-14	i	-8*	i	i
(45) CC(=O)Nc1ccc(N(C(=O)CNC(=O)c2ccco2)C(C(=O)NCC2CCCO2)c2ccccc2)cc1 (stereo unspecified)
    4	1	-0.8	7	i	i	-12	i	i	i	i
(46) Cc1ccc(C)c(NC(=O)COC(=O)c2cccc(S(=O)(=O)N3CCCCC3)c2)c1
    x	-7	-0.3	x	i	i	-29	i	i	i	i
(47) Cc1cccc(S(=O)(=O)Nc2cccc3c2C(=O)c2ccccc2-3)c1
    -24	22	-0.2	3	i	i	11	i	i	i	i
(48) CC(C)(C)c1cc(CN2CCN(CCO)CC2)cc(C(C)(C)C)c1O
    -2	4	-0.3	1	i	i	11	i	i	i	i
(49) CC(=O)Nc1cccc(NC(=O)CSc2nc(=O)n(CCCN3CCOCC3)c3c2CCC3)c1
    x	-1	-3.6	x	i	i	2	i	i	i	i
(50) O=C(CSc1nc2c(sc3ccccc32)c(=O)n1CCCN1CCCC1)NCc1ccccc1
    -7	6	0.6	-12	i	i	-40	i	i	i	i

# More records follow:
# Value order: KLF5 inh	SKKanGAS inh	HIF act	IEC-6 cytotox	TRPC4 inh	TRPC6 act	aSyn 5UTR inh	TRPC4 PAM	TRPC6 inhibitor	MrgX1 antag	TRPC4 act
(51) NNC(=O)CSc1c(-c2ccccc2)c2cc(Cl)ccc2[nH]c1=O
    -1	1	-4.2	1	i	i	13	i	i	i	i
(52) COc1ccc2ccccc2c1C1CC(=O)N2CN(Cc3ccco3)CSC2=C1C#N (stereo unspecified)
    -15	24	-0.4	-4	i	i	3	i	i	i	i
(53) Cc1ccc(C(=O)O/N=C(\N)c2cccnc2)cc1[N+](=O)[O-]
    -99	14	2.3	-6	i	i	-125	i	i	i	i
(54) COc1ccccc1C(=O)NC(CCSC)C(=O)N1CCN(C/C=C/c2ccccc2)CC1 (stereo unspecified)
    x	2	0.4	x	i	i	13	i	i	i	i
(55) C#CCOc1ccc(/C=C2/C(=O)NN(c3ccc(F)cc3)C2=O)cc1OC
    -42	-1	-1.6	-11	i	i	5	i	i	i	i
(56) Cc1ccc2[nH]cc(CCNC(=O)CN3C(=O)c4ccccc4C3=O)c2c1
    22	-4	0.0	4	i	i	7	i	i	i	i
(57) O=C(COC(=O)c1cc(Cl)nc2ccccc12)c1ccc(Cl)cc1
    -25	-1	0.2	2	i	i	0	i	i	i	i
(58) CCOC(=O)c1[nH]c(C)c(C(=O)Nc2cc(OC)ccc2OC)c1C
    60	-12	0.5	86*	i	i	36	i	i	i	i
(59) O=C(/C=C\c1ccc(-c2ccccc2)o1)c1ccccc1
    -21	-23	1.7	-12	i	i	-62	i	i	i	i
(60) Cc1ccc(CNC(=O)c2ccccc2NC(=O)C2=CSCCO2)cc1
    -25	-1	x	1	i	i	7	i	i	i	i
(61) CC1CCC(NC(=O)C(NS(=O)(=O)c2cccc3nsnc23)C(C)C)CC1 (stereo unspecified)
    -22	-9	-0.6	10	i	i	-5	i	i	i	i
(62) COc1cc(CN2CCCC(CO)(Cc3ccccc3C)C2)cc2c1OCO2 (stereo unspecified)
    14	0	-0.4	3	-6*	i	20	i	i	i	i
(63) COc1ccc(NC(=O)Nc2cnccn2)cc1OC
    -3	7	0.3	-2	i	i	21	i	i	i	i
(64) Cc1ccc(C2C3=C(CC(C)(C)CC3=O)NC3=C2C(=O)CC(C)(C)C3)o1
    -26	2	-3.3	-2	i	i	10	i	i	i	i
(65) O=C(COC(=O)c1ccccn1)Nc1nccs1
    -56	-1	-0.2	4	i	i	5	i	i	i	i
